Screening results as filed in PubChem.
SRC1 inh: inhibits human SRC1 coactivator; AID 588354; inhibition, % at 3.6 µM; HEK293 GAL4-SRC1 luciferase reporter, luminescence; Q15788; hit rate 0.12% among 360,000;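 active = inhibition above the campaign mean plus 3 SD, with each screening campaign given its own cutoff, cut at about 60% in these data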;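 note: 0% = DMSO treated cells and 100% = gossypol at 36 µM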
TWEAK Fn14 block: inhibitors of TWEAK-Fn14 interaction signaling. TWEAK-stimulated Fn14 reporter cells, luciferase luminescence, 8 h. inhibition, % at 10 µM. hit rate 2% among 360,000. AID 1159606; in the data active = inhibition above about 50%
NCOA2 inhibitor: human SRC2 (NCOA2) inhibition; HEK293 GAL4-SRC2 luciferase reporter, luminescence; inhibition, % at 9 µM; AID 651957; hit rate 0.17% among 370,000;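 active = inhibition above the mean inhibition of all tested compounds plus 3 SD, set per campaign, cut at about 52% in these data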;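 note: 0% = DMSO treated cells and 100% = cells given Gossypol at 36 µM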
NR2F2 inh: NR2F2 (human) inhibition, primary screen; HEK293T NGFI-A luciferase reporter, luminescence; inhibition, % at 8.6 µM; hit rate 0.7% among 370,000;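 active = inhibition above a per-plate cutoff, mean inhibition of test wells between control levels plus 3 SD, cut at about 38% in these data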;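 note: cells cotransfected with COUP-TFII expression vector driving the NGFI-A reporter; 0% = median of COUP-TF2 test wells and 100% = reporter-only cells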
LRH-1 inv ag: inverse agonists of human LRH-1 (NR5A2); inhibition, % at 3.6 µM; O00482; HEK293T StAR-luciferase reporter, LRH-1 transfected, 24 h; hit rate 0.13% among 360,000; AID 602396;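 active = inhibition above the mean inhibition of all tested compounds plus 3 SD, cut at about 73% in these data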;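 note: 0% = DMSO wells and 100% = reporter-only cells lacking LRH-1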
KKLEB cytotox: CF airway cell cytotoxicity counter-screen; KKLEB CF airway cells viability, ATPlite luminescence, overnight; stronger effect = lower value; cells stimulated with P. aeruginosa culture filtrate; activity change (cytotoxicity), % at 5 µM; hit rate 0.36% among 360,000;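 active = corrected activity change at or below -50% at 5 µM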
TROY signal inh: TROY signaling inhibition; inhibition, % at 10 µM; Q293 LMP1-TROYcd NF-kB luciferase reporter, 4 h; hit rate 0.98% among 360,000;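 active = compounds whose plate-normalised and pattern-corrected inhibition of the luciferase reporter signal at the single screening dose is 50% or more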
C8 TRAIL sens: sensitizes caspase-8 expressing cells to TRAIL; AID 624354; NB7+C8 cells + TRAIL, ATPlite viability luminescence; hit rate 1% among 360,000; inhibition (viability loss, TRAIL sensitization), % at 10 µM;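 active = compounds causing at least 50% loss of cell viability in the single-dose screen, relative to plate controls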
LMP1 NFkB inh: inhibitors of Epstein-Barr LMP1-induced NF-kappaB reporter; hit rate 0.69% among 350,000; LMP1-induced NF-kappaB luciferase reporter cells, luminescence; inhibition, % at 12.5 µM; in the data active = inhibition above about 41%;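 note: 0% = neutral control wells and 100% = reference inhibitor control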
NCOA3 inh: inhibits human SRC3 coactivator | Q9Y6Q9 | HEK293 GAL4-SRC3 luciferase reporter, luminescence | inhibition, % at 3.6 µM | hit rate 0.17% among 360,000;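 active = inhibition above a per-campaign cutoff, the mean of all compounds plus 3 SD, cut at about 60% in these data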;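 note: 0% = DMSO-treated cells and 100% = gossypol-treated cells at 36 µM; higher means less SRC3-driven luciferase light from the GAL4 reporter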
CF NFkB block: inhibitors of cystic fibrosis induced NF-kB; KKLEB NF-kB-GFP reporter, PAF-induced, GFP fluorescence overnight; inhibition, % at 5 µM; hit rate 0.86% among 360,000; AID 588850;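 active = at least 50% inhibition at 5 µM, scaled per plate between neutral and stimulator controls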;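 note: PAF is a Pseudomonas aeruginosa culture filtrate used as stimulus; plate controls were PAF-stimulated DMSO wells for no effect and unstimulated DMSO wells for full effect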
The depositor's hits bear a star; · = not tested or not shown.

Screens in order – NCOA3 inh	SRC1 inh	TROY signal inh	TWEAK Fn14 block	LMP1 NFkB inh	CF NFkB block	NR2F2 inh	NCOA2 inhibitor	KKLEB cytotox	LRH-1 inv ag	C8 TRAIL sens
- COC(=O)N/N=C(C)/C=C/c1ccccc1
  -8	-19	-9	-23	-2	8	-16	-42	2	-21	-1
- O=C(COC(=O)CNS(=O)(=O)c1ccc(F)c(F)c1F)NC1CC1
  7	-5	4	-5	5	-33	-13	10	14	2	4
- CCC(=O)NCCCCNC(=O)CC
  -3	-9	7	-3	2	-5	1	-14	-4	7	-9
- CCOc1nnnc2c1sc1nc(N3CCOCC3)c3c(c12)CCCC3
  19	12	9	-3	-10	15	·	·	-3	-1	6
- O=S(=O)(Nc1cc(Cl)ccc1N1CCOCC1)c1ccccc1Cl
  -37	-2	-14	1	-4	-5	-13	7	0	-26	-4
- Cc1ccc(OC(C)C(=O)N=Nc2c(O)[nH]c3ccc([N+](=O)[O-])cc23)cc1 (configuration not stated)
  16	0	38	-13	-13	3	-1	-17	-18	7	-4
- CCn1cc(C(=O)NCCCN2CCC(C)CC2)c(=O)c2cc(S(=O)(=O)N3CCOCC3)ccc21
  0	-2	-24	9	-3	-2	-2	-10	1	1	12
- CCC(CO)Oc1cc(NCc2ccccc2Cl)c2ncn(C(C)C)c2c1 (configuration not stated)
  1	-2	-9	-21	-4	10	2	-33	1	2	15
- COc1cc2c(cc1OC)[C@H](C)N(C(=O)CSc1nc(O)c(C(C)C)c(=O)[nH]1)CC2
  5	3	4	-11	5	-21	2	2	7	-27	-4
- COc1ccc2cc3cc(C(=O)NCCN4CCN(Cc5ccccc5)CC4)oc3nc2c1
  -16	-9	-34	15	-3	7	8	-32	-18	-18	17
- C=CCOc1nc(-c2ccncc2)nc2ccccc12
  14	7	-10	16	-1	-8	15	14	-9	8	-4
- CCCc1cc(=O)[nH]c(SC(C)C(=O)Nc2ccc3c(c2)OCCO3)n1 (configuration not stated)
  8	0	9	12	-12	31	-10	-30	-28	8	-3
- CCc1ccc(NC(=O)C(=O)NNC(=O)c2cccc(OC)c2)cc1
  -9	4	-23	8	0	-21	-6	-33	1	16	17
- Nc1ccc(Oc2ccc3c(c2)C(=O)NC3=O)cc1
  -5	-5	-5	-17	-4	16	7	-37	-12	15	18
- O=C(Nc1nccs1)[C@@H]1CCCN1C(=O)c1cccs1
  6	-1	-6	-2	-7	-14	0	-6	-7	2	-10
- CCCCN(CCCC)Cc1ccc(C(=O)NNC(=O)Nc2ccc(F)cc2)o1
  23	4	-2	5	4	-14	12	-30	13	8	-1
- Cc1nc(SCC(=O)NCC2CCCO2)[nH]c(=O)c1C (configuration not stated)
  0	17	-1	-1	-4	0	-2	-8	1	13	2
- CCc1ccc(C2C(C(C)=O)=C(C(=O)OC)Nc3nnnn32)cc1 (configuration not stated)
  10	7	3	-8	1	0	2	9	0	12	-2
- COc1cc(C)c(N)cc1C(C)C
  25	0	-5	4	7	2	11	-3	8	2	0
- CCCSCCCNC(=O)Cn1cc2c(n1)CCCCC2
  -3	1	-7	15	6	2	-1	-4	-2	-6	-2
- CCN(CC(=O)NCc1cccs1)C(=O)c1ccc(-c2ccc(F)cc2)o1
  20	-5	12	80*	-4	14	5	16	-3	-18	15
- Cn1c(CCN2CCCCC2)nc2cc(NC(=O)COc3ccccc3)ccc21
  -5	-12	-14	-7	12	-8	-31	6	8	-13	14
- CCOC(OCC)P(=O)(c1ccccc1)c1ccccc1
  5	-5	-2	11	-24	1	-14	0	-5	8	-4
- O=C(Cn1ncn2c(cc3ccccc32)c1=O)NCc1ccco1
  5	-17	7	16	2	13	7	15	-4	4	-20
- CCCCNC(=S)N1CCN(CC)CC1
  -14	-25	-26	7	0	-4	4	-15	17	3	23
- C[C@H](CO)N1C[C@H](C)[C@@H](CN(C)S(=O)(=O)c2cccc(F)c2)OCc2cn(nn2)CCCC1=O
  11	-3	-7	16	-6	-4	2	-1	10	17	-8
- O=C(O)C(Cc1ccccc1)N1C(=O)/C(=C/C=C/c2ccco2)SC1=S (configuration not stated)
  6	1	1	15	1	-5	-15	2	4	-2	-4
- CCCc1cc2c(cc1NC(=O)c1ccc(Br)cc1)OCO2
  7	-3	-17	-1	-17	16	5	2	-13	-6	-2
- Oc1c(CN2CCCCC2)ccc2cccnc12
  -6	-2	-7	1	18	13	31	22	-2	13	12
- Cc1ccc(NS(=O)(=O)c2c(C)nc3sccn3c2=O)cc1C
  6	5	-2	5	-9	-10	10	32	8	-4	12
- COc1cccc(CNC(=O)[C@@H]2CCCN2)c1
  ·	·	-3	15	·	·	-2	-23	·	-28	-10
- O=c1cc(CO)[nH]cc1OCc1ccccc1
  -11	-1	-3	-7	-14	-47	-1	-10	20	8	19
- O=C(c1cc2ccccc2oc1=O)N(Cc1cccc(Br)c1)C1CCS(=O)(=O)C1 (configuration not stated)
  13	-12	-39	-29	-15	14	-30	13	7	-7	9
- CC(C)(C)NS(=O)(=O)c1ccc(OCC(=O)Nc2ccc3c(c2)OCCO3)cc1
  15	-8	-4	2	-7	-1	-2	0	4	25	-5
- CC1CN(S(=O)(=O)N(C)C)CCN1S(=O)(=O)N(C)C (configuration not stated)
  -11	-8	12	16	-2	5	14	-5	6	-6	5
- Clc1cccc(-c2ccc3ncnc(NCc4cccnc4)c3c2)c1
  11	3	17	7	-19	21	-7	-17	-16	2	1
- CCOC(=O)N1CCN(C(=O)CNC(=O)c2nn(-c3ccc(OC)cc3)c(=O)c3ccccc23)CC1
  -33	-19	-44	25	-12	-4	-39	-19	2	-18	36
- CCc1ccc(NC(=O)C(C)Nc2ccc(S(=O)(=O)NC(C)=O)cc2)cc1 (configuration not stated)
  -6	-23	0	-1	-6	-6	-5	-9	-2	2	4
- Cc1c(CC(=O)O)c(=O)oc2c(C)c(OCc3ccccc3Br)ccc12
  7	-8	-3	-12	3	31	-39	0	-21	0	-24
- CC(C)(C)c1ccc(N2C(=O)CC(C/C=C/c3ccccc3)C2=O)cc1 (configuration not stated)
  -15	-2	16	-19	4	5	-11	-2	4	0	-6
- CCC(C)(C)C1CCc2c(sc(NC(=O)c3ccccc3C(=O)O)c2C#N)C1 (configuration not stated)
  17	-5	72*	9	-8	27	-3	-6	-15	-11	13
- Cn1cccc1Cc1nnc(SCC(=O)NCC2CCCO2)n1CCc1ccccc1 (configuration not stated)
  28	10	-1	6	-9	0	22	-24	8	-3	-25
- Oc1ccc(C[C@H]2CN([C@@H](Cc3ccc(O)cc3)CN3CCC[C@@H]3CN3C(=S)NC[C@@H]3Cc3ccccc3)C(=S)N2CCc2ccccc2)cc1
  -8	1	19	11	·	27	-5	-19	-8	7	9
- FC(F)(F)c1ccc(Cl)c(NC(=S)N/N=C/c2ccccc2Cl)c1
  13	-2	-12	-2	·	15	-12	-43	-2	26	22
- Cc1cccc(OCc2nnc(N)s2)c1
  -5	4	-23	0	9	7	-12	-28	3	-19	7
- COc1ccc(S(=O)(=O)N2CCCCCC2)cc1NC(=O)CCNC(=O)c1ccc(Cl)cc1
  -12	-13	-1	6	-4	-30	7	-29	15	9	-14
- COc1cc(C2CC(=O)OC3=C2C(=O)CC(C)(C)C3)cc(OC)c1OC (configuration not stated)
  8	5	-1	-7	0	-6	2	-12	-10	3	6
- O=C1CCCN1CN(C(=O)c1ccc2c(c1)OCO2)c1cccc(Cl)c1
  5	-24	2	-19	-3	-4	9	-1	14	-12	-13
- CCOC(=O)CN1C(=O)C(O)(C2CCc3ccccc3C2=O)c2ccccc21 (configuration not stated)
  9	-20	-2	16	7	-17	-1	10	-11	12	2
- Cc1c(NS(C)(=O)=O)c(=O)n(-c2ccccc2)n1C
  -5	0	10	-17	-4	10	-5	14	-1	-15	9

Single entries from above.
KKLEB cytotox result of `COc1ccc(S(=O)(=O)N2CCCCCC2)cc1NC(=O)CCNC(=O)c1ccc(Cl)cc1` : 15
TWEAK Fn14 block result of `CCOC(=O)CN1C(=O)C(O)(C2CCc3ccccc3C2=O)c2ccccc21` (configuration not stated) : 16

The list continues.
Screens in order – NCOA3 inh	SRC1 inh	TROY signal inh	TWEAK Fn14 block	LMP1 NFkB inh	CF NFkB block	NR2F2 inh	NCOA2 inhibitor	KKLEB cytotox	LRH-1 inv ag	C8 TRAIL sens
- CCNC(=O)C1(C)CCCN(C(=O)c2sc(-c3ccccc3)nc2C)C1 (configuration not stated)
  -12	-4	-10	-12	·	8	1	7	4	3	-7
- NCCCCc1cn(CC(=O)N2CCNCC2)nn1
  -7	-5	6	4	19	-14	-15	-10	1	-29	3
- COc1cc2c(cc1OC)C(C)N(C(=O)Cc1ccc(C(F)(F)F)cc1)CC2 (configuration not stated)
  7	2	1	3	11	-5	13	9	0	-12	-6
- OC[C@@H]1CN(Cc2cccs2)C[C@H](n2cnc3c(Nc4ccccc4)ncnc32)O1
  5	6	0	-8	·	4	11	-16	-5	20	-1
- COc1ccccc1NC1=C(Cl)C(=O)OC1OC(=O)c1ccco1 (configuration not stated)
  2	-6	-12	12	-37	2	12	9	-11	13	-1
- Cc1nn(Cc2ccccc2)c(Cl)c1C(=O)OC1CCOC1=O (configuration not stated)
  6	-17	10	9	-1	-3	6	18	10	-1	4
- CC1CCCC(C)N1/N=C/c1ccc(C(=O)O)cc1 (configuration not stated)
  4	-2	-4	-9	0	2	1	15	6	4	-10
- Cc1ccccc1-n1c(-c2csc3ccccc23)n[nH]c1=S
  4	-32	5	9	4	7	10	-5	-2	-15	-2
- CC(C)C(c1nnnn1CCc1ccccc1)N1CCC(C(N)=O)CC1 (configuration not stated)
  17	-8	-8	5	-8	-21	11	6	9	-6	0
- N#Cc1c(Nc2ccccc2C(F)(F)F)s[nH]c1=O
  -2	-4	-29	-36	·	-75	-1	-20	10	12	6
- Cc1c[n+]([O-])ccc1[N+](=O)[O-]
  -6	-21	-3	3	4	3	-17	-37	-9	-7	3
- CCNS(=O)(=O)c1ccc(NC(=O)Nc2cccc(C(F)(F)F)c2)cc1
  12	12	32	24	5	45	7	29	-9	-13	8
- FC(F)(F)c1cccc(NC(=S)Nc2ccc(Cl)c(Cl)c2)c1
  17	2	-24	-5	10	15	-5	-36	-10	-2	23
- COC(=O)CCCC1=CC2=C(c3ccccc3)C(=O)C(C)(OC(=O)C3CCCC3)C(=O)C2=CN1Cc1ccc(OC)cc1 (configuration not stated)
  3	-7	-2	12	23	13	8	12	7	13	-2
- CCOC(=O)c1c(C)[nH]c(C(=O)C(C)Sc2ccc(Cl)cc2)c1C (configuration not stated)
  -3	-28	-11	-32	-6	11	-19	-22	-9	10	-2
- COc1ccccc1/C=C/c1nc(C#N)c(N(C)C)o1
  -112	-102	-44	-39	-6	10	-21	-39	-9	-64	-3
- CCn1c(C)nc2cc(C(=O)OC)ccc21
  14	-22	1	-8	-6	5	-5	-6	13	-35	0
- COc1ccccc1N(CCOc1ccccc1)S(=O)(=O)c1ccccc1
  0	2	-17	6	20	25	22	28	-15	22	-2
- CCOc1ccc(NC(=O)CN2C(=O)COc3ccc(S(=O)(=O)N4CCCCC4)cc32)cc1
  13	-17	6	-18	-2	-12	-19	1	13	-3	16

Not a hit list; about 4.2% have a hit in one of these screens.
